TTR transcr act = TTR transcription activation, primary screen | SH-SY5Y TTR promoter Gaussia luciferase, luminescence; 100% = recombinant luciferase protein wells | activation, % at 16.7 µM | 92,000 tested, 1.3% active | AID 1117267;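 active = activation above the mean of all tested compounds plus 3 SD, cut at about 9.5% in these data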;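 note: cells exposed to compounds for one day before reading; 0% = median of all test compound wells on the plate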
Numbers without * were called inactive. These rows are one share of the data (hit frequency here may not be typical).

Screening CCCCN1C(=O)C(CC(=O)NCCCCc2ccccc2)CC(C(=O)N(C(C)C)C(C)C)=C1C (configuration not stated) returned TTR transcr act -0.2.
O=C(COc1ccc(Cl)cc1Cl)NC1CC1 was read as TTR transcr act 0.8.
`Cc1cccc(C(=O)N2CCN(C(=O)c3cccc(C)c3)C(C)C2)c1` (configuration not stated) gave TTR transcr act 0.4.
Cc1csc(SCC(=O)Nc2cc([N+](=O)[O-])ccc2F)n1 was read as TTR transcr act 0.6.
For Cc1cc(OC(=O)c2ccc(Cl)cc2)cc(=O)n1C the results were TTR transcr act 1.4.
Screening COC(=O)c1ccsc1NC(=O)CN1C(=O)CCC1=O returned TTR transcr act 1.1.
Screening O=C(Nc1ccc(S(=O)(=O)Nc2nccs2)cc1)c1ccc(F)c(S(=O)(=O)N2CCOCC2)c1 returned TTR transcr act -1.5.
COCCCNC(=O)C[C@H]1C[C@@]2(C(=O)OC)C(=C[C@H](COCc3ccccc3)O[C@@H]2C)N(Cc2ccco2)C1=O was read as TTR transcr act 0.5.
For O=C(O)CSCC(=O)Nc1ccc(Cl)cc1C(F)(F)F the results were TTR transcr act 5.2.
Screening CCOC(=O)C(C(=O)OCC)C(C[N+](=O)[O-])c1ccccc1 (configuration not stated) returned TTR transcr act 3.6.
Cc1cc(=O)[nH]c(SCc2nnc(-c3ccccc3)o2)n1 was read as TTR transcr act 3.9.
For O=C(O)Cc1ccc(C(=O)CSc2ccccc2)s1 the results were TTR transcr act 0.3.
`COc1ccc2[nH]cc(C(=O)C(=O)N3CCCCC3)c2c1` gave TTR transcr act 0.7.
O=C(C1CCCO1)N1CCN(C(=S)Nc2ccc(Cl)c(Cl)c2)CC1 (configuration not stated) was read as TTR transcr act 0.6.
Screening Cc1cccc(-n2nnnc2SCC(=O)NC2CCCC2)c1 returned TTR transcr act 0.6.
`Cc1ccc(N=Nc2cc(C)ccc2N)cc1` gave TTR transcr act -2.7.
`COc1ccc(-c2cn3nc4c(nc3n2)CCCC4)cc1` gave TTR transcr act -1.1.
For COc1ccccc1Oc1ccc2c(c1)C(=O)N(c1cccc3ncccc13)C2=O the results were TTR transcr act 0.4.
Screening Cc1c(C(=O)N/N=C/c2ccc(Cl)cc2)[nH]c2ccc(Cl)cc12 returned TTR transcr act -2.7.
Screening COc1ccc(N(C(C)C(=O)N2CCCC2)S(C)(=O)=O)cc1 (configuration not stated) returned TTR transcr act -0.9.

Entries listed so far with two or more sulfur atoms, in the order listed:
Cc1csc(SCC(=O)Nc2cc([N+](=O)[O-])ccc2F)n1 was read as TTR transcr act 0.6.
Screening O=C(Nc1ccc(S(=O)(=O)Nc2nccs2)cc1)c1ccc(F)c(S(=O)(=O)N2CCOCC2)c1 returned TTR transcr act -1.5.
For O=C(O)Cc1ccc(C(=O)CSc2ccccc2)s1 the results were TTR transcr act 0.3.

Later entries:
Cn1nnnc1SCc1nc2ccccc2[nH]1 was read as TTR transcr act -0.8.
Screening CN(C)c1ccnc(Oc2ccc(Cl)cc2)c1C#N returned TTR transcr act -3.7.
CC(=O)c1c(C)oc2ccc(N(C(=O)c3ccncc3)S(=O)(=O)c3ccccc3)cc12 was read as TTR transcr act 7.3.
Cc1nn(C(C)C(=O)NC2CCC(C)CC2)c(=O)c2nn(-c3ccccc3)c(C)c12 (configuration not stated) was read as TTR transcr act -1.9.
O=C(Nc1cccc(C(F)(F)F)c1)OCCN1CCN(Cc2ccccc2)CCC1=O was read as TTR transcr act 2.5.
For CCS(=O)(=O)N1CCC(C(=O)NCc2ccc(OC)cc2)CC1 the results were TTR transcr act 2.0.
Cn1cnc(S(=O)(=O)Nc2ccccc2C(=O)NCC2CC2)c1 was read as TTR transcr act 3.5.
Screening CCN(CC)c1ccc(-c2nnc(SCC(=O)Nc3ccccc3C#N)n2-c2ccccc2)cc1 returned TTR transcr act -2.8.
Cc1ccc(-c2n[nH]c(S(C)(=O)=O)c2C#N)cc1 was read as TTR transcr act -0.8.
`COc1cccc(-n2c(CN3CCN(c4ccccn4)CC3)nc3ccc([N+](=O)[O-])cc3c2=O)c1` gave TTR transcr act 1.5.

Grouped by structure: the entries above containing a nitro group on carbon (3)
Cc1csc(SCC(=O)Nc2cc([N+](=O)[O-])ccc2F)n1 was read as TTR transcr act 0.6.
Screening CCOC(=O)C(C(=O)OCC)C(C[N+](=O)[O-])c1ccccc1 (configuration not stated) returned TTR transcr act 3.6.
`COc1cccc(-n2c(CN3CCN(c4ccccn4)CC3)nc3ccc([N+](=O)[O-])cc3c2=O)c1` gave TTR transcr act 1.5.

Remaining list, next part:
Cc1ccc(C)c(N2CCN(C(=O)c3ccc(CS(=O)Cc4cccc(Cl)c4)o3)CC2)c1 (configuration not stated) was read as TTR transcr act 0.0.
`FC(F)(F)c1ccc(-c2cccc3c2C2CC3CCN2C(=S)NCCc2ccccc2)cc1` (configuration not stated) gave TTR transcr act 1.2.
For C[C@@H]1CN([C@@H](C)CO)C(=O)CCCn2nncc2CO[C@H]1CN(C)S(=O)(=O)c1ccc2c(c1)OCCCO2 the results were TTR transcr act 1.4.
Screening O=C(Nc1cccc2c1CCCC2)c1ccncc1 returned TTR transcr act 4.6.
Screening CN(CC(=O)Nc1ccc(F)cc1)C(=O)c1cn(-c2ccccc2)nc1-c1cccs1 returned TTR transcr act 0.8.
For CCCC(=O)Nc1ccccc1NC(C)=O the results were TTR transcr act 3.5.
CN(C)c1ccccc1C(=O)N1CCCC(C(=O)c2ccc3ccccc3c2)C1 (configuration not stated) was read as TTR transcr act -1.8.
Screening COc1ccc(NC(=O)CSc2nnc(-c3cccs3)n2Cc2ccco2)cc1OC returned TTR transcr act 5.0.
`Cc1cccc(S(=O)(=O)N(C)C[C@H]2OCc3cn(nn3)CCCC(=O)N([C@@H](C)CO)C[C@@H]2C)c1` gave TTR transcr act 0.2.
Screening Cc1cccc(N2C(=O)CC(N3CCN(c4ccccn4)CC3)C2=O)c1 (configuration not stated) returned TTR transcr act -0.3.
Cc1sc(NC(=O)c2cc3ccccc3oc2=O)c(C(=O)OC(C)C)c1-c1ccccc1 was read as TTR transcr act 1.0.
Screening COc1ccc2[nH]c(C(=O)N(C)Cc3ccccc3)c(C)c2c1 returned TTR transcr act -2.4.
Screening CCOc1ccc(C2=Nn3c(CC)nnc3SC2)cc1 returned TTR transcr act -1.4.
`CCCNC(=O)C1(C)CCCN(Cc2cccs2)C1` (configuration not stated) gave TTR transcr act -1.1.
Screening COc1nccc(Nc2ccccc2)c1C#N returned TTR transcr act 3.9.
CC(C)(C)c1ccc(C(=O)Nc2cc(Cl)c(Br)cc2C(=O)O)cc1 was read as TTR transcr act -3.7.
For COc1ccccc1NC(=O)c1ccccc1-c1nc(-c2ccccc2OC)no1 the results were TTR transcr act 0.9.
For NCCCC(=O)N1c2ccccc2Sc2ccccc21 the results were TTR transcr act -1.2.
`O=C(NN1CCOCC1)c1ccccc1Br` gave TTR transcr act 0.3.
For COc1ccc(N2CCN(C(=O)CSc3nnnn3-c3ccc4c(c3)OCCO4)CC2)cc1 the results were TTR transcr act -2.5.
`COc1ccc(Cl)cc1NC(=O)c1cccnc1` gave TTR transcr act 1.8.
For COc1ccc(CN(CCO)CCO)cc1[N+](=O)[O-] the results were TTR transcr act 0.7.
Screening Nc1nc(CSc2nnnn2-c2ccccc2)nc(N2CCCc3ccccc32)n1 returned TTR transcr act 0.2.
For Cc1c(Cl)cccc1NC(=S)N1CCN(c2ccc([N+](=O)[O-])cn2)CC1 the results were TTR transcr act -0.4.
For COc1cccc(NC(=O)C2(C)CCN2CC2CCCCC2)c1 (configuration not stated) the results were TTR transcr act -0.9.
`O=C(Nc1cc(Cl)c(O)c(Cl)c1)C1CCCO1` (configuration not stated) gave TTR transcr act 1.8.
C(=C\c1sc(Nc2ccccc2)n[n+]1-c1ccccc1)/c1ccccc1 was read as TTR transcr act 0.5.
`COCCCNC(=O)c1ccc(Cn2c(=O)c3ccccc3n(CC(=O)NCCc3ccc(OC)c(OC)c3)c2=O)cc1` gave TTR transcr act 0.2.
`CCS(=O)(=O)Nc1ccc(C(=O)CC2(O)C(=O)Nc3ccccc32)cc1` (configuration not stated) gave TTR transcr act -1.4.
`COc1ccc(C(=O)N2CCN(c3ccc(F)cc3)CC2)cc1S(=O)(=O)NC1CC1` gave TTR transcr act 0.1.
`CC1CCN(C(=O)Cn2cc(C(=O)C3CC3)c3ccccc32)CC1` gave TTR transcr act 0.0.
Screening Fc1ccccc1NC(=S)Nc1cccnc1 returned TTR transcr act -1.1.
Screening Cn1nc(C(=O)OCC(=O)NCCc2ccccc2)c2ccccc2c1=O returned TTR transcr act -0.4.
Screening Cc1nc(-c2ccc3c(c2)OCCCO3)cs1 returned TTR transcr act -0.3.
For Clc1ccc(-c2n[nH]c3c2CCCC3)cc1 the results were TTR transcr act -1.6.
For O=C1CSC(=Nc2ccccc2Cl)N1 the results were TTR transcr act -0.5.
`Cc1cccc2cc(/C=C3\N=C(c4ccccc4)OC3=O)c(N3CCOCC3)nc12` gave TTR transcr act -0.4.
COc1ccccc1-c1nnc(SCc2nc3ccccc3[nH]2)n1C was read as TTR transcr act 1.0.
`COc1ccc(NC(=O)Cn2c(=O)oc3cc(S(=O)(=O)N4CCCC4)ccc32)c(OC)c1` gave TTR transcr act -0.1.
Screening Nc1nc(Cl)c(C=O)c(N2CCCCC2)n1 returned TTR transcr act 0.4.

Continued (2 carried over from the part before).
`COc1ccc(NC(=O)Cn2c(=O)oc3cc(S(=O)(=O)N4CCCC4)ccc32)c(OC)c1` gave TTR transcr act -0.1.
Screening Nc1nc(Cl)c(C=O)c(N2CCCCC2)n1 returned TTR transcr act 0.4.
For Cc1ccc(NC(=O)CNc2cccc(Br)c2)cc1S(=O)(=O)N1CCOCC1 the results were TTR transcr act -0.8.
Screening CCOC1=C2[C@@H](CN(S(=O)(=O)c3ccc(C)cc3)[C@H]2c2ccccc2F)[C@H]2C(=O)NC(=O)[C@H]2C1 returned TTR transcr act -0.7.
For COc1ccc2nc(COC(=O)c3cccc([N+](=O)[O-])c3)c(C(C)=O)[n+]([O-])c2c1 the results were TTR transcr act 2.6.
For CC(C)CCn1nnnc1CN1CCN(c2ccccc2)CC1 the results were TTR transcr act 4.8.
`CCOCCN1CCN(C(=O)CN2CCCC2=O)CC1` gave TTR transcr act -0.4.
CCCCN(C)Cc1c(C)[nH]c2ccccc2c1=O was read as TTR transcr act 3.4.
`CC1=Nc2cc(C(=O)O)ccc2Sc2ccc(Br)cc21` gave TTR transcr act -0.5.
Cn1cc(CC(=O)NCCCN2CCCC2=O)c2ccccc21 was read as TTR transcr act 0.1.
`CCC(C)(C)NC(=O)C(c1ccccc1)N(Cc1cccnc1)C(=O)c1csnn1` (configuration not stated) gave TTR transcr act -1.0.
O=[N+]([O-])c1cccc(C=NNc2ccccc2)c1 was read as TTR transcr act -0.7.

A draw from above in order of molar mass, highest first:
For COc1ccc2nc(COC(=O)c3cccc([N+](=O)[O-])c3)c(C(C)=O)[n+]([O-])c2c1 the results were TTR transcr act 2.6.
`CC1=Nc2cc(C(=O)O)ccc2Sc2ccc(Br)cc21` gave TTR transcr act -0.5.
`CCOCCN1CCN(C(=O)CN2CCCC2=O)CC1` gave TTR transcr act -0.4.

The results go on:
For Cc1nc(N/N=C\c2ccc3c(c2)OCO3)sc1C the results were TTR transcr act -1.4.
Screening COc1cc(OC)cc(C(=O)N[C@H](C(=O)OCC(=O)Nc2ccc(C(N)=O)cc2)C(C)C)c1 returned TTR transcr act -1.9.
Screening CN(NC(=O)c1ccccc1F)c1ncccc1[N+](=O)[O-] returned TTR transcr act -0.6.
For CCC1CCc2c(sc(NC(=O)C3c4ccccc4Oc4ccccc43)c2C(N)=O)C1 (configuration not stated) the results were TTR transcr act -0.3.
For CCOC(=O)c1c(C)oc2ccc(OCC(=O)C(C)(C)C)cc12 the results were TTR transcr act 6.3.
Screening CC(CCc1ccccc1)NC(=O)Cc1ccccc1 (configuration not stated) returned TTR transcr act 2.8.
Screening COc1ccc(-c2cc(CNC(=O)CN(C)Cc3ccccc3)on2)cc1 returned TTR transcr act -3.2.
For Cc1noc(C)c1COc1ccccc1C(=O)N(C)CC(=O)Nc1ccc(Cl)c(Cl)c1 the results were TTR transcr act 3.1.
CCCOC(=O)Nc1nc2ccccc2o1 was read as TTR transcr act 2.0.
`O=C(NCCCN1CCOCC1)c1cc(S(=O)(=O)N2CCOCC2)ccc1Cl` gave TTR transcr act 1.7.
For CCOc1ccc(CCNC(=O)CN2CCN(Cc3ccc(F)cc3)C2=O)cc1OCC the results were TTR transcr act -1.2.
For CC(C)C1Oc2ccccc2N(CC(=O)N(Cc2ccncc2)Cc2ccco2)C1=O (configuration not stated) the results were TTR transcr act 0.2.
S=c1[nH]nc(CSCc2ccccc2Cl)n1C1CCCCC1 was read as TTR transcr act -1.7.
`COC(=O)Cn1c(=O)c(C)nc2ccccc21` gave TTR transcr act -0.1.
`C=CCNC(=O)c1cc(-c2ccc(Br)cc2)on1` gave TTR transcr act 0.8.
For Cc1cc(N2CCOCC2)nc2ccc(NC(=S)N3CCN(c4ccccc4)CC3)cc12 the results were TTR transcr act -0.2.
Screening CC(C)[C@H](NC(N)=O)C(=O)NCCc1ccc(Cl)cc1Cl returned TTR transcr act -0.1.
Screening O=C(c1ccco1)c1cn(CC(=O)N2CCCCCC2)c2ccccc12 returned TTR transcr act 2.6.
N#C/C(=C/c1ccco1)C(N)=S was read as TTR transcr act 0.3.
`CCCCn1c(N)c(N(CC(C)C)C(=O)CCNC(=O)c2ccc(Br)cc2)c(=O)[nH]c1=O` gave TTR transcr act -1.8.
`O=C(CNCc1ccc(F)cc1)Nc1ccc(S(=O)(=O)N2CCOCC2)cc1` gave TTR transcr act -0.2.
O=C(COc1ccccc1[N+](=O)[O-])N/N=C/c1ccc[nH]1 was read as TTR transcr act -1.3.
Screening CC(C)C(c1nnnn1Cc1ccco1)N1CCN(c2nc3ccccc3s2)CC1 (configuration not stated) returned TTR transcr act -3.3.
`CC(C)N1C(=O)CCC1C(=O)NCc1ccc(F)cc1Cl` (configuration not stated) gave TTR transcr act 0.2.
COc1ccc(NC(=O)C(F)(F)F)cc1OC was read as TTR transcr act 0.1.

Bioassay records: PubChem, The Scripps Research Institute Molecular Screening Center
